Bioassay records from PubChem BioAssay.
Mm-Cpn inhibitor: inhibitors of Methanococcus maripaludis chaperonin (MmCpn); purified Mm-Cpn ATPase, ADP Transcreener TR-FRET; Potency, µM (titrated, usually from 76.9 µM), without a hit: top-dose activity, negative = inhibition, most hits filed as inhibitors; actives 0.031% (n = 330,000); AID 504842; further: potency means the concentration at half of the fitted maximal effect; on the % scale 0 is the no-effect control and ±100 the full control effect; nearly all actives have a fitted effect of over 80% in size
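Inhibition of chaperonin ATP hydrolysis is measured as reduced ADP production, detected by competitive TR-FRET in which signal falls with ADP. Final enzyme 25 nM and ATP 10 uM, reacted 30 min at 37°C.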
S2 tox: viability counter-screen for ATXN expression inhibitors; S2 cells (HEK-293 line with an ATXN2-luciferase reporter) viability, CellTiter-Fluor protease fluorescence, 24 h; Potency, µM (series often up to 56.7 µM), usual class: cytotoxic; actives 0.49% (n = 400,000); AID 651635; further: potency means the concentration at half of the fitted maximal effect; nearly all actives have a fitted effect of over 40% in size
A549 viability: counter-screen for Nrf2 inhibitors: cytotoxicity in A549 cells | A549 ARE-Fluc cells, CellTiter-Fluor viability, 18-24 h | Potency, µM (series often up to 46 µM), inactives show at the top dose activity change, negative = cytotoxicity, hits mostly inhibitors | actives 0.16% (n = 390,000); further: potency means the concentration at half of the fitted maximal effect; on the % scale 0 is the no-effect control and ±100 the full control effect
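Cytotoxicity counterscreen: CellTiter-Fluor fluorescence was measured in A549 ARE_Fluc cells after 18-24 h of compound exposure in a concentration series. The subsequent BugLite luminescent read reports ARE-luciferase activity.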
CCT modulator: cytosolic chaperonin activity modulation; activity change, % (test concentration not listed), hits read low; purified chaperonin ATPase assay, HTRF ADP detection, 30 min; AID 651819; actives 0.3% (n = 360,000); in the data active means activity change below about -30%; further: on the % scale 0 is the no-effect control and ±100 the full control effect
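TRiC (40 or 20 nM final, by batch activity) in 30 mM Tris pH 7.4, 100 mM KCl, 5 mM MgCl2, 1 mM DTT was treated with compound at 76 uM single dose, then 10 uM ATP, 30 min at 37 °C. ADP was read by HTRF Transcreener.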
HepG2 tox: HepG2 cytotoxicity, counter-screen for TGF-b inhibitors | actives 0.76% (n = 410,000) | Potency, µM (doses to about 46.1 µM), inactives show top-dose activity change, negative = cytotoxicity, usual class: cytotoxic | AID 588856 | HepG2 CAGA-GFP viability, ATP luminescence, 18 h; further: potency means the concentration at half of the fitted maximal effect; some results filed as inactive show a strong effect at the top dose
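CellTiter-Glo luminescence gave cytotoxicity after 18 hours at 37 degrees C. The cells were HepG2 CAGA-GFP in 1% FBS DMEM, stimulated with 500 pg/mL TGF-beta after compound addition. %Activity was normalised to no-cell wells (complete cell-killing) and DMSO (no toxicity), and curves were fitted and classified.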
Nrf2 inh: blocks Nrf2 signaling. Potency, µM (series often up to 46 µM), for inactives: at the highest dose activity change, negative = inhibition, hits mostly inhibitors. A549 ARE-Fluc reporter, luciferase luminescence, 18-24 h. actives 2.1% (n = 360,000); further: potency means the concentration at half of the fitted maximal effect; on the % scale 0 is the no-effect control and ±100 the full control effect; nearly all actives have a fitted effect of over 60% in size
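In this cell-based qHTS, ARE-driven firefly luciferase in A549 cells reports Nrf2 activity; the luminescent signal after BugLite lysis is the measured value, with a prior CellTiter-Fluor read for cell health.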
Akt phos inh: inhibitors of Akt phosphorylation; actives 0.32% (n = 360,000); Neuro2A IGF-stimulated pAkt S473 HTRF, 20 min; hits give low values; activity change, % for hits at 50 µM; AID 651550; in the data active means activity change below about -80%; inconclusive means mostly about -51% to -80%; further: on the % scale 0 is the no-effect control and ±100 the full control effect
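Neuro2A cells in DMEM with 0.5% FBS, overnight at 37 deg C, given compound at single 50 µM final, then IGF (6 nM final) for 20 min at 37 deg C. Lysed; phospho-Akt Ser473 by HTRF after 24 h, 665/615 ratio.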
TGFb inhibitor: TGF-b pathway inhibition; HepG2 CAGA-GFP TGF-b/SMAD3 reporter, GFP fluorescence, 18 h; TGF-beta stimulated, 500 pg/mL final; Potency, µM (top dose mostly 46.1 µM), for inactives: at the highest dose activity, negative = inhibition, actives largely listed as inhibitors; actives 1.2% (n = 410,000); AID 588855; further: potency means the concentration at half of the fitted maximal effect; on the % scale 0 is the no-effect control and ±100 the full control effect; nearly all actives have a fitted effect of over 65% in size
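GFP signal (ex488/em500-530) from TGF-beta-stimulated HEPG2 CAGA-GFP cells, 500 pg/mL final, 18 h at 37 degrees C in DMEM plus 1% FBS, normalized to unstimulated and DMSO-stimulated controls.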
Nrf2 ARE act: Nrf2 pathway activation. AREc32 ARE-luciferase reporter (MCF7-derived line), luminescence, 24 h. Potency, µM (doses to about 46.1 µM), for the others: at the top dose activation, actives largely listed as activators. actives 0.31% (n = 410,000). AID 624171; further: potency means the concentration at half of the fitted maximal effect; % of control where 0% means no effect; nearly all actives have a fitted effect of over 65% in size
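AREc32 cells carrying an ARE-driven firefly luciferase reporter were seeded at 1000 cells/well in OPTI-MEM with 5% FBS, then exposed to compound for 24 hr at 37 deg C. Luminescence was read with Steady-Glo after 30 min at RT.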
An asterisk follows results filed as active; i = inactive; ? = inconclusive; / = not tested or not shown; & = joins results of further samples; [ ] = another dose, or the depositor's remark. Unless noted, the call rests on the fitted dose curve; in most records, active means well fitted curve in the direction sought with a large enough effect; inconclusive means small, poorly fitted or top-dose-only effect, or another doubt; inactive means no such curve, though single readings can be large; an effect the other way counts as inactive or inconclusive.

SMILES | Mm-Cpn inhibitor | S2 tox | A549 viability | CCT modulator | HepG2 tox | Nrf2 inh | Akt phos inh | TGFb inhibitor | Nrf2 ARE act
CC(C)(C)n1ncc2c(=O)n(CC(=O)N3CCCc4ccccc43)cnc21 | 0% | i | -12% | -9.5 | -7% | 2% | i | -5% | 0.2%
c1cncc(C(c2nnnn2C2CCCCC2)N2CCN3CCCC3C2)c1 (configuration not stated) | 1% | i | 2% | -0.2 | 6% | 0% | i | -2% | 0.8%
O=C(c1ccc2c(c1)OCO2)C1CCCN(Cc2cn[nH]c2-c2cccc(F)c2)C1 (configuration not stated) | 0% | i | 2% | -0.6 | -8% | 1% | i | -19% | -0.3%
O=S(=O)(NCCN1CCOCC1)c1ccc(F)c(Cl)c1 | 3% | i | 5% | 0.0 | -11% | 12% | i | 3% | 0.4%
CC1(C)CC(NC(=O)c2cccc(F)c2)CC(C)(C)N1 | -1% | i | 0% | -0.2 | 3% | 1% | i | 4% | -0.9%
CC(Sc1ccc(S(=O)(=O)N2CCN(C)CC2)cn1)C(=O)Nc1cccc(Cl)c1Cl (configuration not stated) | / | i | -2% | -2.1 | -20% | ? | i | -21% | 0.0%
COc1cc(NC2c3ccccc3C(=O)N2Cc2ccc3c(c2)OCO3)cc(OC)c1 (configuration not stated) | 4% | i | -3% | -1.7 | 16% | 2% | i | -8% | 0.4%
CCCOc1ccc(CNC(=O)c2oc3ccc4c(c3c2C)C(=O)CC(C)(CC)O4)cc1 (configuration not stated) | / | / | 3% | / | 4% | ? | / | ? | 3.4%
CCOC(=O)c1cnc(SCC(=O)c2ccc(Cl)cc2)nc1N | -14% | i | 1% | 1.1 | 5% | / | i | -15% | 3.6%
CCOC(=O)c1nc(C)sc1-c1ccnn1S(=O)(=O)c1ccc(C)cc1 | -2% | i | 5% | -0.4 | 8% | 2% | i | 24% | 2.8%
Cc1ccc(C(=O)N2CCN(c3ccc(NC(=O)c4cccs4)cc3)CC2)cc1 | -3% | i | -4% | -1.7 | -73% | -7% | i | 0% | 1.8%
Cc1ccc(NS(=O)(=O)c2cc(OCC(N)=O)c(C)cc2Cl)cc1 | 3% | i | 0% | 0.1 | 22% | -27% | i | -12% | -0.1%
CC[N+]1(C)[C@@H]2CC[C@H]1CC(OC(=O)[C@H]1CCC(C(=O)OC3C[C@H]4CC[C@@H](C3)[N+]4(C)CC)(c3ccccc3)c3ccccc31)C2 (some centres not stated) | -1% | i | -1% | 0.5 | -2% | 1% | i | -2% | 0.5%
Cc1cccc(N(CC(=O)NCc2ccc3c(c2)OCO3)C(=O)CCC(=O)Nc2ccccn2)c1C | -4% | i | -7% | -0.2 | -5% | / | i | 3% | -1.2%
COc1ccc(OC)c(CNC(=O)COc2cc(=O)n(C)c3ccccc23)c1 | / | i | 2% | -4.1 | -6% | ? | i | 46%[activator] | 0.2%
CCc1ccc2[nH]c(=O)c(CN(Cc3ccco3)S(=O)(=O)c3ccc4c(c3)OCCO4)cc2c1 | 1% | ? | -5% | 2.6 | -4% | ? | i | 8% | 0.9%
CCOc1ccc(NC(=O)CC2C(=O)N(c3ccc(C)cc3)C(=O)N2Cc2ccc(OC)cc2)cc1 (configuration not stated) | / | i | -14% | / | -20% | -7% | / | -27% | 0.2%
O=C(NCCc1ccc(Cl)cc1)C1CCN(S(=O)(=O)c2cccc3nonc23)CC1 | 4% | i | -3% | 1.7 | -38% | / | i | 10% | 0.2%
O=C(NCCCCCNC(=O)c1ccco1)c1ccco1 | -4% | i | 3% | 1.9 | -3% | 13% | i | -5% | 0.7%
Cc1ccc(S(=O)(=O)N(C)C)cc1NC(=O)COC(=O)Cc1ccc(Br)cc1 | 0% | i | 1% | -1.3 | -3% | -8% | i | -7% | -0.8%
Cc1ccc(C(=O)NC(=S)NNC(=O)c2ccccc2)cc1 | 1% | i | -17% | -3.5 | -33% | ? | i | -30% | -0.3%
CC(C)c1ccc(S(=O)(=O)N2CCN(C(=O)c3cc([N+](=O)[O-])ccc3N3CCOCC3)CC2)cc1 | -3% | i | -1% | -3.5 | -22% | -11% | i | -6% | -0.9%
CCOc1ccc(C(=O)NCC(=O)OCc2cc([N+](=O)[O-])cc3c2OCOC3)cc1OCC | 3% | i | 6% | -2.2 | 15% | 8% | i | 15% | -1.7%
Cc1nn(-c2ccccc2)c(N2CCCC2)c1/C=N/O | 1% | i | 5% | -1.0 | 11% | -12% | i | -1% | -0.2%
O=C(Nc1ccc2ncccc2c1)Nc1ccc2ncccc2c1 | 1% | ? | -7% | 0.0 | -6% | -35% | i | 4% | 4.2%

Shown with tabs: part of the list above
SMILES	Mm-Cpn inhibitor	S2 tox	A549 viability	CCT modulator	HepG2 tox	Nrf2 inh	Akt phos inh	TGFb inhibitor	Nrf2 ARE act
c1cncc(C(c2nnnn2C2CCCCC2)N2CCN3CCCC3C2)c1 (configuration not stated)	1%	i	2%	-0.2	6%	0%	i	-2%	0.8%
O=C(NCCCCCNC(=O)c1ccco1)c1ccco1	-4%	i	3%	1.9	-3%	13%	i	-5%	0.7%
Cc1cccc(N(CC(=O)NCc2ccc3c(c2)OCO3)C(=O)CCC(=O)Nc2ccccn2)c1C	-4%	i	-7%	-0.2	-5%	/	i	3%	-1.2%

New compounds follow.
SMILES | Mm-Cpn inhibitor | S2 tox | A549 viability | CCT modulator | HepG2 tox | Nrf2 inh | Akt phos inh | TGFb inhibitor | Nrf2 ARE act
S=c1nc(Cc2ccc(Cl)cc2)[nH]c2ccccc12 | -6% | i | 4% | -2.3 | -18% | -3% | i | -16% | 0.2%
COc1ccc(-c2[nH]ncc2CN2CCC(C(=O)c3ccc(F)cc3)CC2)cc1 | 1% | i | 1% | 1.9 | -46% | 22% | i | ? | 2.4%
CCOCCCn1c(SCC(=O)Nc2ccc(OC)cc2OC)nc2ccccc2c1=O | / | / | 3% | / | -16% | / | / | 15% | 0.0%
Cc1ccc(NC(=O)CNC(=O)c2ccccc2F)cc1Cl | -1% | i | -18%[1.84 µM] | -4.8 | -12% | ? | i | 2% | 0.6%
N#C/C(=C(/O)c1cccc(F)c1)c1nc2ccccc2s1 | -1% | i | -19% | 2.2 | -7% | -33% | i | -27% | 4.4%
Cc1cc2c(cc1S(=O)(=O)N(C)Cc1ccccc1)n(C)c(=O)c(=O)n2C | 0% | i | -9% | -3.1 | -4% | -18% | i | -20% | 4.2%
O=C(c1ccc(F)cc1)c1cnc(Nc2ccccc2)s1 | 0% | i | -5% | 1.7 | -40% | 15% | i | -1% | 3.2%
O=C(NCCCN1CCCC1)c1ccc(CS(=O)(=O)c2ccc(Cl)cc2)o1 | 1% | i | -3% | -2.2 | -36% | -16% | / | -7% | 0.2%
CC1(C)Cc2cccc(OCC(=O)OCC(=O)c3ccccc3)c2O1 | 0% | i | 3% | -2.4 | 1% | 15% | i | -4% | 0.1%
Cc1ccc(NC(=O)Nc2nnc(N(C)Cc3ccccc3)s2)cc1 | / | / | 9% | / | -27% | 12% | / | ? | -0.4%
CC(C)CC1Nc2ncnc(N3CCN(c4ccccn4)CC3)c2N(Cc2ccc(Br)cc2)C1=O (configuration not stated) | -1% | i | -13% | -1.3&-0.4 | 0%&-16% | ? | i | ? | 0.3%&0.1%
O=C1C2CCCN2C(c2ccccc2)N1c1nccs1 (configuration not stated) | -1% | i | -4% | -2.0 | 4% | 4% | i | 2% | -0.4%
CC(C)CCNC(=O)C1CC(=O)N(C2CCCC2)C1 (configuration not stated) | -1% | i | 0% | -2.8 | -16% | -18% | i | -1% | 0.4%
COc1ccc(NC(=O)CCc2ccccc2)cc1S(=O)(=O)N1CCOCC1 | 1% | i | -1% | 1.0 | 5% | 4% | i | -2% | -0.4%
OC[C@@H]1CN(Cc2ccccc2)C[C@H](n2cnc3c(NCc4ccncc4)ncnc32)O1 | / | i | / | 0.0 | 8% | / | i | -11% | 0.4%
CC(=O)NS(=O)(=O)c1ccc(NC(=O)CC(C)c2ccccc2)cc1 (configuration not stated) | 0% | i | 2% | 3.0 | 2% | 2% | i | 9% | -0.1%[9.22 µM]
O=C(Oc1ccc2[nH]cc(CCN3C(=O)c4ccccc4C3=O)c2c1)c1ccco1 | -6% | i | 10% | 0.1 | 4% | -4% | i | 0% | 2.1%
OCCNCCOc1ccccc1F | 1% | i | -5% | -0.6 | -2% | 1% | -107%* | 10% | 0.2%
Cc1ccc2c(c1)[C@H]1[C@H](CO2)[C@H](c2ccccc2)[C@]2(C)C(=O)Nc3cc(F)c(F)cc3C(=O)N12 | -7% | i | -3% | 0.1 | -11% | ? | i | -2% | 0.4%
N#Cc1ccsc1NC(=O)CN1CCN(c2ccccc2O)CC1 | -1% | ? | 0% | -0.7 | 7% | 0% | i | 6% | -0.2%
CCc1nc2ccc(C(=O)Nc3cccc(NS(C)(=O)=O)c3)cn2c1N(C)C(=O)c1cccc(OC)c1 | / | i | / | -1.1 | -3% | / | i | 15% | 0.5%[9.22 µM]
CCOc1nc(NCCN2CCOCC2)nc(Nc2ccc(C)cc2)n1 | -3% | i | -5% | -2.6 | -35% | 2% | i | -25% | 1.9%
CCOC1=C2[C@H](c3ccccc3)N(S(=O)(=O)c3ccc(C)cc3)C(C(C)(C)C)[C@H]2C(C#N)(C#N)C(C#N)(C#N)C1 (some centres not stated) | / | 18µM* | / | -5.0 | 16µM* | / | i | 10µM* | 0.8%
CCOc1cc(/C=N/NC(=O)C(=O)N/N=C/c2ccc(O)c(OCC)c2)ccc1O | 1% | i | 1% | -10 | -2% | 5% | i | -22% | -0.8%
CCCCCn1nc(C(=O)OCc2nc(N)nc(Nc3ccccc3)n2)c2ccccc2c1=O | 0% | i | -1% | 1.6 | -1% | ? | i | 5% | -0.2%
